# Compound activity (PubChem)
# T cell modulator = modulates CD8 T cell binding to vesicles; 2C CD8+ T cell-vesicle binding, flow cytometry; active compounds read low; calls only at 7 µM; 330,000 tested, 0.068% active; AID 2052;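 active means response, share of CD8 T cells binding vesicles, and their 90th percentile fluorescence all below set limits, cut at about 80% in these data, passing the limit was not always enough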
#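 Material: 2C TCR transgenic mouse naive CD8+ T cells, MACS-purified. Also added: QL9-charged Drosophila Ld/ICAM-1/B7-1 vesicles. Timing: binding 1.5 h at 37 °C. Measured by: high-throughput flow cytometry with anti-B7-1 and anti-CD8 staining. Read-out: percent CD8+ FL2 mean versus row control. Controls: Unloaded micro-vesicles (low), QL9 vesicles with 0.7% DMSO (high).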
# NOD1 NF-kB reporter = inhibition of NOD1-driven NF-kB reporter – cell-based, luminescence, uHTS, primary screen (AID 1578). NOD1-driven NF-kB luciferase reporter cells, luminescence; higher % means a stronger effect. inhibition, % at 4 µM; hits with a dose series show EC50 in µM. 290,000 tested, 1% active; in the data active means inhibition mostly above about 36%, no sharp cut-off; inactive means mostly below about 34%;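 further: HEK-293T reporter cells stimulated with the NOD1 agonist gamma-tri-DAP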
# GPR55 beta-arrestin = GPR55 agonists via beta-arrestin recruitment, primary screen, imaging, U2OS cells, beta-arrestin-GFP redistribution (AID 1961); 290,000 tested, 0.048% active; one-dose activation, % at 10 µM; EC50 in µM for titrated hits; U2OS GPR55 beta-arrestin-GFP redistribution imaging; higher % means a stronger effect;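 active means activation above 40% with more than 50 cells counted in the well; inconclusive means wells holding fewer than 50 cells, flagged as toxic or sparse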;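 further: U2OS osteosarcoma cells stably expressing GPR55 and beta-arrestin-GFP; plate controls were DMSO negative control for no effect and LPI positive control for full effect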
# Myeloid diff MLP = myeloid differentiation induction | ER-HoxA9 myeloid progenitors, lysozyme-GFP differentiation, flow cytometry | calls only at 10 µM | 360,000 tested, 1% active | AID 624256;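 active means normalized GFP-positive differentiation at or above the plate's own cutoff, the solvent-only control mean plus 3 SD; inconclusive means no clear call, values can overlap the other calls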;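 further: cells exposed to compound for four days before flow analysis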
# GPR55 LPI antagonism = GPR55 antagonists blocking LPI-driven arrestin recruitment, primary screen, imaging, U2OS, beta-arrestin-GFP, LPI agonist (AID 2013); 290,000 tested, 0.13% active; inhibition, % at 10 µM; hits with a dose series show IC50 in µM; U2OS GPR55 beta-arrestin-GFP translocation imaging, LPI antagonism; higher % means a stronger effect;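 active means spots per cell inhibited over 60%, with over 100 cells counted and total cytoplasm intensity under 500,000; inconclusive means wells with under 100 cells, flagged as likely toxic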;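 further: U2OS cells stably carrying GPR55 and arrestin-GFP stimulated by 5 µM LPI near EC80; imaged beta-arrestin-GFP aggregate spots per cell after agonist stimulation; plate controls were LPI-stimulated DMSO wells for no effect and DMSO wells without LPI for full effect; some results filed as inactive read as strong as hits; confirmed hits need IC50 under 10 µM and bright autofluorescent wells are also inconclusive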
# KOR beta-arrestin-1 = kappa opioid receptor blockers – cell-based, luminescence, uHTS (AID 1778); KOR beta-arrestin recruitment, luminescence, antagonist mode; higher % means a stronger effect; inhibition, % at 10 µM; hits with a dose series show IC50 in µM; 290,000 tested, 0.091% active; further: strong numbers were not always called active
# NTR1 ag = agonists of NTR1, primary screen, imaging, U2OS cells, beta-arrestin-GFP, high content (AID 493036) | P30989 | NTR1-U2OS beta-arrestin-GFP spot imaging, agonist mode | activation, % at 20 µM | 330,000 tested, 0.17% active;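 active means activation at or above 40% of the spot to cytoplasm intensity ratio, with at least 20 cells analyzed; inconclusive means wells under 20 cells, flagged as cytotoxic or low count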;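 further: 0% = DMSO without peptide and 100% = 100 nM NTR1 peptide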
# Target sequence (P30989 whole entry, looked up): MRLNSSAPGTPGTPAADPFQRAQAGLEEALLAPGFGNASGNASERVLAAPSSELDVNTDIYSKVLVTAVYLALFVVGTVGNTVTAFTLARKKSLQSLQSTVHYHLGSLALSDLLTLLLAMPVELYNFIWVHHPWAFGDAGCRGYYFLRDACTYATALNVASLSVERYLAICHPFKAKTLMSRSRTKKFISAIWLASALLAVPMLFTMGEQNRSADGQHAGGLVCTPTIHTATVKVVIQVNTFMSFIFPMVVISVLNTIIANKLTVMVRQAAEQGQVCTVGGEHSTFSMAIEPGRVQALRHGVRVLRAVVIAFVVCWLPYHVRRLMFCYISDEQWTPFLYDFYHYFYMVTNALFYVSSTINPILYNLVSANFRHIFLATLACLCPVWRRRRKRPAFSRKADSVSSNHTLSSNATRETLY
# KOR beta-arrestin-2 = KOR agonists, beta-arrestin recruitment, primary screen, cell-based, luminescence, uHTS (AID 1777); KOR beta-arrestin recruitment, luminescence; higher % means a stronger effect; activation, % at 10 µM, or EC50 in µM where a hit was titrated; 280,000 tested, 0.02% active; in the data active means activation above about 50%, passing the limit was not always enough; further: a part of the inactive calls stands beside numbers as strong as those of hits
# NOD2 inhibition = inhibition of NOD2-driven NF-kB reporter – cell-based, luminescence, uHTS, HEK293 (AID 1566); 290,000 tested, 0.63% active; HEK293 NOD2/NF-kB luciferase reporter, luminescence; higher % means a stronger effect; one-dose inhibition, % at 4 µM; EC50 in µM for titrated hits; further: many of its hits are not listed in these tables
# T cell modulator vesicle-bound % = further read-out of T cell modulator, marked with its call; double positive events, %; measured here: CD8+ vesicle-bound cell fraction;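 binding gate set so that unloaded-vesicle control wells show 10% double positive cells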
# NTR1 ag cell count 20 µM = recorded beside NTR1 ag, whose call it bears; cell count; measured here: cell count, cytotoxicity flag
# Myeloid diff MLP GFP+ MAC1+ % = also measured in Myeloid diff MLP; calls as there; GFP+ MAC1+ double positive, %; measured here: differentiation confirmed by MAC1 staining
# Active calls of the source: *; i = inactive; u = inconclusive; x = no result given; [ ] = another dose, or the depositor's remark. Unless noted, no stated cut-off is given here; in the data, active means inhibition above about 50%; inactive means the rest. This is a subset (hit frequency here may not be typical).
SMILES,T cell modulator,T cell modulator vesicle-bound %,NOD1 NF-kB reporter,GPR55 beta-arrestin,Myeloid diff MLP,Myeloid diff MLP GFP+ MAC1+ %,GPR55 LPI antagonism,KOR beta-arrestin-1,NTR1 ag,NTR1 ag cell count 20 µM,KOR beta-arrestin-2,NOD2 inhibition
C(=N\n1cnnc1)/c1nc2ccccc2[nH]1,i,48,10%,-0.1%,i,0.8,-2%,0%,-0.6,48,7.9%,15%
Cc1nnc(SCC(=O)Nc2ccc3c(c2)OCO3)n(N)c1=O,i,53,-7%,-0.2%,i,0.2,0%,-9%,-1.3,48,-6.4%,5%
CCOC(=O)C1CCCN(CCC(=O)Nc2cc(C)ccc2C)C1 (stereo unspecified),i,60,-17%,0.2%,i,0.4,0%,-28%[20 µM],2.3,73,x,7%
CC(=O)Nc1ccc(S(=O)(=O)Nc2nc3ccccc3nc2Nc2cccc(S(N)(=O)=O)c2)cc1,i,44,-5%,0.0%,i,0.4,-8%,8%,0.2,63,2.5%,22%
CCCNC(=O)Nc1ccc2c(c1)nc(C)n2C,i,34,-38%,-0.1%,i,1.3,26%,-4%,1.9,62,-2.9%,5%
O=C(Nc1cccnc1)c1ccc(COCC(F)(F)F)cc1,i,30,-18%,0.4%,i,6.4,9%,23%,0.5,60,-7.3%,-1%
COc1ccc(OC)c(N/C=C/C(=C(C#N)C#N)N(C)C)c1,i,40,-26%,0.4%,i,0.4,-14%,29%,0.5,64,-6.6%,6%
CCCc1cc(C(=O)Nc2cc(C)nn2-c2ccccc2)no1,i,32,9%,-0.2%,i,2.4,19%,14%,-0.9,65,-7.5%,17%
COc1ccc(N2CCN(c3ccc(NC(=O)NN)cc3)CC2)cc1,i,62,-34%,-0.2%,i,0.8,-9%,-4%[20 µM],-1.6,54,-5.7%,-8%
CSc1nc(-c2ccc(Cl)cc2)c(C#N)c(=O)[nH]1,i,53,-29%,0.0%,i,0.1,8%,-53%[20 µM],0.3,91,-11%,9%
CCn1c(=O)cc(SCC(=O)N2CCC(C)CC2)c2ccccc21,i,33,x,-0.3%,i,0.4,11%,-19%,2.2,84,1.1%,0%
CCN(CC)S(=O)(=O)c1cccc(C(=O)N/N=C/c2cccc(O)c2O)c1,i,23,0%,0.0%,u,x,-11%,-19%,1.6,70,6.0%,-32%
CCOC(=O)c1[nH]c(C)c(C(=O)/C=C/c2ccc(C(=O)O)cc2)c1C,i,38,-38%,0.3%,i,1.7,-10%,10%,0.7,35,-4.0%,-3%
Cc1cc(Nc2c(C)cccc2C)n2nc(C)nc2n1,i,42,-13%,-0.1%,i,1.4,-1%,1%,-2.0,65,2.9%,3%
Cn1c(Cl)cnc1C1CC(=O)c2cc(Cl)ccc2O1 (stereo unspecified),i,46,76%*,-0.2%,u,x,7%,-10%,17,58,-2.8%,-42%
CCOC(=O)Cn1c(=S)[nH]c2c(oc3ccc(Cl)cc32)c1=O,i,47,9%,0.0%,i,0.6,0%,-6%,-0.3,89,-4.8%,22%
COC(=O)CSc1snnc1-c1ccc(Cl)cc1Cl,i,28,-14%,0.3%,i,0.8,0%,-15%,0.5,37,0.8%,-7%
COc1ccccc1OCc1n[nH]c(=S)n1Cc1ccccc1,i,50,-19%,1.9%,i,0.2,28%,16%,-1.3,27,-3.8%,13%
COc1ccc(Nc2ncc(C(=O)N3CCC(C(N)=O)CC3)c3ccccc23)cc1,i,10,12%,-0.1%,i,0.6,x,32%,-0.6,95,-1.1%,23%
O=C(Oc1cccnc1)c1ccc([N+](=O)[O-])cc1Cl,i,43,-20%,-0.3%,i,0.3,19%,-5%,0.1,80,-1.7%,13%
CC(C)CNC(=O)c1cccc2c1-c1ccccc1C2=O,i,36,-8%,-0.2%,i,0.5,11%,-7%,2.1,82,1.7%,-6%
CC1(C)O[C@@H]2[C@@H](CO[C@@]3(COS(N)(=O)=O)OC(C)(C)O[C@@H]23)O1,i,21,-5%,-0.1%,x,x,-8%,-3%,0.7,65,-3.2%,16%
O=C1/C(=C/c2ccc(F)cc2)CCC1C1CCCC1 (stereo unspecified),i,6,-42%,-0.1%,i,0.3,15%,14%,-1.6,67,-1.4%,-32%
Cc1ccccc1CC(=O)Nc1cccnc1,i,57,-14%,-0.1%,x,x,12%,12%,0.0,62,-3.1%,10%
O=C(c1ccc(S(=O)(=O)N2CCOCC2)cc1)N1CCN(S(=O)(=O)c2ccc(Cl)s2)CC1,i,32,-8%,0.5%,i,0.4,3%,6%,4.4,54,6.5%,0%
Cc1cccc(NC(=O)CN2CCN(CC(=O)Nc3cccc(C)c3)CC2)c1,i,34,4%,-0.2%,i,2.9,x,21%,-1.3,35,-5.1%,1%
COC(=O)c1ccc(/C=N/NC(=O)CC(=O)NCC(C)C)cc1,i,33,-3%,0.0%,i,1.2,-10%,30%,0.8,49,-1.7%,12%
COc1ccc(O)c(C=NCC(C)N=Cc2cc(OC)ccc2O)c1 (stereo unspecified),i,49,-24%,-0.4%,i,0.3,7%,-49%,2.9,88,3.7%,-10%
C=CCn1c(SCc2c(C(=O)OC)sc(N)c2C(=O)OC)nnc1-c1ccc(Cl)cc1,i,28,-26%,0.6%,i,1.2,2%,-6%,4.7,44,5.0%,-20%
CCN(C(=O)CSc1nnc2c3ccccc3n(CC)c2n1)C1CCS(=O)(=O)C1 (stereo unspecified),i,46,3%,-0.2%,i,0.8,-1%,-44%,1.3,33,-9.3%,6%
O=C(C1=C(O)C(=O)N(CC2CCCO2)C1c1cccc(Cl)c1)c1ccco1 (stereo unspecified),i,33,-39%,0.3%,i,0.9,2%,-17%,-1.0,49,-0.9%,0%
O=C(NC1(C(F)(F)F)NC(=O)N(c2ccccc2F)C1=O)c1ccncc1 (stereo unspecified),i,36,-7%,-0.5%,i,0.2,-1%,23%,-0.6,61,-5.6%,6%
O=C(Cc1c(Cl)cccc1Cl)Nc1cccc(S(=O)(=O)N2CCOCC2)c1,i,51,-21%,-0.4%,i,0.2,6%,-2%,0.4,56,-0.9%,1%
Cc1nc(SC(C)C(=O)Nc2cccc(C(F)(F)F)c2)c2c(C)c(C(=O)O)sc2n1 (stereo unspecified),i,27,-4%,0.0%,i,0.3,2%,-7%,0.7,50,-0.6%,14%
Oc1cccc(NC(=S)Nc2ccc(SC(F)F)cc2)c1,i,36,-37%,0.6%,i,0.2,8%,15%,1.4,77,7.0%,0%
Cc1ccc(Cl)cc1N=C(N)N=C(N)N,i,12,-35%,-0.1%,i,0.6,10%,-14%[20 µM],1.6,62,-0.7%,10%

# The closing two entries of the part above come first, to join the parts:
SMILES,T cell modulator,T cell modulator vesicle-bound %,NOD1 NF-kB reporter,GPR55 beta-arrestin,Myeloid diff MLP,Myeloid diff MLP GFP+ MAC1+ %,GPR55 LPI antagonism,KOR beta-arrestin-1,NTR1 ag,NTR1 ag cell count 20 µM,KOR beta-arrestin-2,NOD2 inhibition
Oc1cccc(NC(=S)Nc2ccc(SC(F)F)cc2)c1,i,36,-37%,0.6%,i,0.2,8%,15%,1.4,77,7.0%,0%
Cc1ccc(Cl)cc1N=C(N)N=C(N)N,i,12,-35%,-0.1%,i,0.6,10%,-14%[20 µM],1.6,62,-0.7%,10%
COc1ccc(C2Sc3nncn3N2Cc2ccc(C#N)cc2)cc1 (stereo unspecified),i,17,-16%,-0.2%,i,0.9,-4%,-26%,1.2,60,0.8%,1%
CCc1ccc(OCC(=O)NNC(=O)Cc2cccs2)cc1,i,18,-20%,-0.1%,i,0.1,7%,45%,-2.5,64,-0.1%,15%
COC(=O)C1CCN(CC(=O)Nc2ccc(OC)c(Cl)c2)CC1,i,32,6%,0.1%,i,0.2,7%,29%,-0.1,33,2.9%,-35%
COc1ccc(-n2nc(C(=O)NCC(=O)Nc3cc(Cl)c(OC)cc3OC)c3ccccc3c2=O)cc1,i,7,1%,0.3%,i,0.6,-5%,-20%,-0.9,47,-1.7%,31%
Cc1ccc(-c2cc(C#N)c(=O)n(Cc3c(Cl)cccc3Cl)c2)cc1,i,34,-16%,-0.2%,i,4.8,-2%,20%,5.9,66,2.9%,3%
CC(C)c1cc(NCCCN2CCOCC2)n2c(nc3ccccc32)c1C#N,i,6,-17%,0.9%,i,0.3,-8%,6%,0.4,84,0.7%,17%
COc1ccccc1N1CCN(C(=O)Cc2ccc(Cl)cc2)CC1,i,58,-32%,0.6%,i,0.2,-2%,-25%[20 µM],2.9,51,2.3%,1%
COC(=O)c1ccc(OCC(O)CN2CCC(C)CC2)cc1 (stereo unspecified),i,35,-12%,-0.1%,i,4.4,1%,-26%,-1.6,62,0.2%,-10%
Cc1cc(Cl)ccc1Nc1ncccc1C(N)=O,i,61,-35%,-0.2%,i,0.4,22%,-4%,0.1,73,0.6%,-28%
Cc1c(Cl)cccc1S(=O)(=O)Nc1ccnn1C,i,23,-2%,-0.2%,i,0.4,11%,6%,-1.0,54,2.4%,21%
O=C(O)C1C2C=CC(C2)C1C(=O)NCCc1cccc(Cl)c1 (stereo unspecified),i,18,-7%,0.2%,i,1.2,19%,-38%,0.0,29,6.5%,4%
O=C(Nc1cccnc1)c1c(F)cccc1F,i,41,-4%,-0.2%,i,1.3,-4%,3%,-0.4,82,4.2%,12%
Cc1ccc(OCc2cc(C(=O)NC3CCOC3)no2)cc1C (stereo unspecified),i,29,-40%,-0.1%,i,3.8,18%,-5%,-0.8,68,2.8%,-11%
C[C@@H](CO)NC(=O)c1ccc2c3n(nc2c1)-c1ccccc1CO3,i,20,-8%,-0.2%,i,1.3,-2%,5%,-4.5,58,-3.5%,-90%
Cc1ccc(CN2CCC(CNC(=O)C3CCCN(c4ncnc5c4nc4n5CCCCC4)C3)CC2)cc1 (stereo unspecified),i,32,14%,-0.1%,i,0.6,7%,-32%,-0.1,68,-1.4%,34%
O=S(=O)(c1ccc(Br)cc1)N1CCOC12CCCCC2,i,62,-18%,0.2%,i,0.1,-19%,-46%[20 µM],2.0,41,4.7%,-1%
O=C(NCCN1C(=O)S/C(=C\c2cccnc2)C1=O)c1ccc(S(=O)(=O)N2CCCC2)cc1,i,9,-11%,-0.1%,i,0.8,-3%,7%,-1.3,57,0.2%,0%
